NSD2 inh: inhibitors of human NSD2 methyltransferase; O96028; NSD2-SET H3K36me1 DELFIA fluorescence, biochemical; inhibition, % at 12.5 µM; actives 0.07% (n = 44,000); AID 624260; in the data active = inhibition above about 54%, passing the limit was not always enough;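 note: inhibitors reduce the monomethyl H3K36 fluorescence signal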
Target sequence (O96028 whole entry, looked up): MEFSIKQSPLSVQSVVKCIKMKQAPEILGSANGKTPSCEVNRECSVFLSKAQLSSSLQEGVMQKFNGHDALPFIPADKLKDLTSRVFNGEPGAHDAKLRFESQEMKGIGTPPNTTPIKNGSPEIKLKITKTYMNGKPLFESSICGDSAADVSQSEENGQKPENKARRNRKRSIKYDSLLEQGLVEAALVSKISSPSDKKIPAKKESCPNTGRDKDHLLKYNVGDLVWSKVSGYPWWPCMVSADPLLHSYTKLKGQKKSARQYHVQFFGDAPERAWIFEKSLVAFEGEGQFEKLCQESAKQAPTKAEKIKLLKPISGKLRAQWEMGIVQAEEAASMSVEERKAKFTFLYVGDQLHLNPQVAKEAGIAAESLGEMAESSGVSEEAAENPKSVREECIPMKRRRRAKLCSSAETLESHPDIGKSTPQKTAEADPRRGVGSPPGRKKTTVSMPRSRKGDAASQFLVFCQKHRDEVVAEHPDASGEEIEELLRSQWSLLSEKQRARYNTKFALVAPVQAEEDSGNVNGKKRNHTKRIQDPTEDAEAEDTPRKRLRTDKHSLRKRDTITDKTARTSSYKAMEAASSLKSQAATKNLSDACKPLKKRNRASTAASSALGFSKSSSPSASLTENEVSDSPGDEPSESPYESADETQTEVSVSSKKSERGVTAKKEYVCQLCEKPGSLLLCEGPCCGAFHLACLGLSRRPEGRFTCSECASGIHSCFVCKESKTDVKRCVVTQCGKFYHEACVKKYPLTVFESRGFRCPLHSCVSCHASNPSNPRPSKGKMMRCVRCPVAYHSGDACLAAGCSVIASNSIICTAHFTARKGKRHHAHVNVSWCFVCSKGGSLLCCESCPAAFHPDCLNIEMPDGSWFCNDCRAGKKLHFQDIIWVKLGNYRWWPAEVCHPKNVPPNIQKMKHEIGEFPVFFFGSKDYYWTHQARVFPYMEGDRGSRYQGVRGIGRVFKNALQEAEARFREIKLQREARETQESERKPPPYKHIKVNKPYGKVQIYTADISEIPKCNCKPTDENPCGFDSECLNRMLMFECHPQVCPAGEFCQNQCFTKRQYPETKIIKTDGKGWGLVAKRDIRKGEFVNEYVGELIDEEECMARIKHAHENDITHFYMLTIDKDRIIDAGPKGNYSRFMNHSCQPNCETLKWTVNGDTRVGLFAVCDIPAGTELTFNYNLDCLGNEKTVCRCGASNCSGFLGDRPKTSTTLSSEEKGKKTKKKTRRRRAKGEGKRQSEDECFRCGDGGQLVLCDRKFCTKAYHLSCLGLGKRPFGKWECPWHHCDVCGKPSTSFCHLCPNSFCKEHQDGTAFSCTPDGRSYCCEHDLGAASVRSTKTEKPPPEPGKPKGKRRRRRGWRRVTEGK
Active calls of the source: *; i = inactive; & = joins results of further samples. The list is partial; the hit share may differ from the screen's.

NSD2 inh | Compound
-0.8 | CO[C@@H]1CC(OC2CCC3(C)C(CCC45CCC(C6=CC(=O)OC6)C(C)(CCC43)C5=O)C2)O[C@H](C)[C@@H]1O[C@@H]1O[C@H](CO[C@@H]2O[C@H](CO)[C@@H](O)[C@H](O)[C@H]2O)[C@@H](O)[C@H](O)[C@H]1O (some centres undefined)
-3.3 | C[C@@H]1CN([C@@H](C)CO)S(=O)(=O)c2ccc(C#C[C@@H](C)O)cc2O[C@H]1CN(C)Cc1ccccn1
9.0 | CC(C)NC(=O)Nc1ccc2c(c1)CC(=O)N([C@@H](C)CO)C[C@@H](C)[C@H](CN(C)C(=O)Nc1ccc(F)cc1)O2
-0.9 | C[C@@H]1CN([C@H](C)CO)C(=O)c2cc(-c3ccccc3)cnc2O[C@@H]1CN(C)C(=O)C1CCCCC1
-17.3 | C[C@@H]1CN([C@H](C)CO)C(=O)c2cccc(NC(=O)Nc3ccc(C(F)(F)F)cc3)c2O[C@@H]1CN(C)C(=O)Nc1ccc(F)cc1
1.5 | CCCC#Cc1ccc2c(c1)O[C@@H](CN(C)C(=O)c1ccccc1F)[C@@H](C)CN([C@H](C)CO)S2(=O)=O
-4.0 | Cc1noc(C)c1NC(=O)Nc1ccc2c(c1)CC(=O)N([C@@H](C)CO)C[C@H](C)[C@@H](CN(C)C(=O)Nc1c(C)noc1C)O2
3.6 | C[C@@H]1CN([C@H](C)CO)S(=O)(=O)c2ccc(-c3ccc(C(=O)N(C)C)cc3)cc2O[C@@H]1CN(C)C(=O)C1CCOCC1
-3.2 | C[C@H]1CN([C@@H](C)CO)S(=O)(=O)c2ccc(C#Cc3cccnc3)cc2O[C@@H]1CN(C)C(=O)CN(C)C
14.9 | O=C(CCCCCCC(=O)N/N=C/c1ccoc1)NO
14.4 | Cc1ccc(S(=O)(=O)Nc2cccc3c2O[C@H](CN(C)C(=O)Nc2cccc4ccccc24)[C@@H](C)CN([C@@H](C)CO)C3=O)cc1
2.7 | C/C=C/c1ccc2c(c1)O[C@H](CN(C)Cc1cccc(F)c1)[C@H](C)CN([C@H](C)CO)S2(=O)=O
-16.0 | C[C@@H]1CCCCO[C@@H](CN(C)CC2CCCCC2)[C@@H](C)CN([C@@H](C)CO)C(=O)c2cc(NC(=O)CCC(F)(F)F)ccc2O1
-1.9 | CCO[C@H]1OC(C(=O)NC2CC2)=C[C@@H](C2CC2)[C@@H]1CCCO
2.0 | C[C@@H]1CN([C@@H](C)CO)C(=O)c2c(c3ccccc3n2C)-c2ccccc2CO[C@@H]1CN(C)Cc1ccc(C(=O)O)cc1
1.7 | O=C(C[C@H]1CC[C@@H](NC(=O)CN2CCOCC2)[C@H](CO)O1)NCCc1ccncc1
-3.8 | C[C@H](CO)N1C[C@H](C)[C@H](CN(C)S(=O)(=O)c2ccc(F)cc2)Oc2ccc(NC(=O)c3ccncc3)cc2C1=O
2.3 | CCC(=O)NC(c1c(C)[nH]n(-c2ccccc2)c1=O)(C(F)(F)F)C(F)(F)F
-5.8 | CCOc1ccc(NC(C)=O)cc1
9.5 | Cc1noc(C)c1NC(=O)N(C)C[C@@H]1OCCCC[C@@H](C)Oc2ccc(NS(C)(=O)=O)cc2C(=O)N([C@@H](C)CO)C[C@H]1C
0.4 | C[C@H](CO)N1C[C@H](C)[C@H](CN(C)C(=O)Nc2ccc3c(c2)OCO3)Oc2ccc(NS(=O)(=O)c3cccs3)cc2CC1=O
6.4 | C[C@@H]1CCCCO[C@@H](CN(C)Cc2ccc(Cl)c(Cl)c2)[C@@H](C)CN([C@H](C)CO)C(=O)c2cc(NS(=O)(=O)c3cn(C)cn3)ccc2O1
-4.9 | Cc1noc(C)c1S(=O)(=O)N(C)C[C@H]1OCCCC[C@H](C)Oc2ccc(NC(=O)c3ccccc3)cc2C(=O)N([C@@H](C)CO)C[C@H]1C
3.3 | C[C@H](CO)N1C[C@H](C)[C@@H](CN(C)C(=O)c2ccc(F)cc2)OCc2ccccc2-c2ccccc2C1=O
-2.9 | C=C1C(NC)CCC23CC24CCC2(C)C(C(C)N(C)C(C)=O)C(O)CC2(C)C4CCC13 (centres undefined)
-5.8 | C=CC[C@@]12N=C(c3ccc(OCCCO)cc3)O[C@@H]1c1ccccc1CN(Cc1ccccc1)C2=O
-0.8 | C=C1C(=O)O[C@@H]2C[C@H](C)[C@@]3(O)C[C@H](O)[C@@](C)(C[C@@H](OC(=O)C(C)C)[C@@H]12)O3
-1.7 | O=S(=O)(c1ccc(Cl)cc1)N1CCN(CC(O)COc2ccc3ccccc3c2)CC1 (centres undefined)
1.7 | Cc1ccc(S(=O)(=O)N(C)C[C@@H]2OCCCC[C@H](C)Oc3ccc(NC(=O)CCCN(C)C)cc3C(=O)N([C@@H](C)CO)C[C@H]2C)cc1
0.4&4.4 | COc1ccc(-c2cnc3c(c2)C(=O)N([C@H](C)CO)C[C@H](C)[C@H](CN(C)C(=O)NC2CCCC2)O3)cc1
0.9 | Cc1noc(C)c1NC(=O)N(C)C[C@H]1OCCCC[C@@H](C)Oc2ccc(NS(C)(=O)=O)cc2C(=O)N([C@H](C)CO)C[C@H]1C
4.9 | C[C@H]1CN([C@@H](C)CO)C(=O)Cc2cc(NC(=O)CCC(F)(F)F)ccc2O[C@@H]1CN(C)C(=O)NC1CCCCC1
-2.2 | COc1cc(Br)cc(/C=N/NC(=O)c2ccccn2)c1O
6.3 | C[C@@H]1CN([C@@H](C)CO)C(=O)Cc2cc(NC(=O)CCC(F)(F)F)ccc2O[C@H]1CN(C)Cc1ccc(Oc2ccccc2)cc1
-13.7 | C[C@@H]1CCCCO[C@@H](CN(C)C(=O)c2ccncc2)[C@H](C)CN([C@@H](C)CO)C(=O)c2cc(NC(=O)Cc3ccccc3)ccc2O1
7.9 | Cc1noc(C)c1S(=O)(=O)Nc1ccc2c(c1)CC(=O)N([C@H](C)CO)C[C@@H](C)[C@@H](CN(C)S(=O)(=O)c1ccc(F)cc1)O2
0.1 | C[C@@H]1CN([C@@H](C)CO)C(=O)c2cc(NC(=O)NC3CCCCC3)ccc2O[C@H]1CN(C)S(=O)(=O)c1cccs1
15.8 | COc1ccc(NC(=O)Nc2ccc3c(c2)C(=O)N([C@@H](C)CO)C[C@@H](C)[C@@H](CN(C)C(=O)Nc2ccccc2)O3)cc1
-0.2 | C[C@@H]1CN([C@@H](C)CO)C(=O)c2cc(NC(=O)CCC(F)(F)F)ccc2O[C@@H]1CN(C)Cc1ccc2c(c1)OCO2
-3.4 | C[C@H](CO)N1C[C@H](C)[C@H](CN(C)Cc2ccc(C(F)(F)F)cc2)Oc2ccc(NC(=O)Cc3cn(C)c4ccccc34)cc2CC1=O
2.8 | C[C@H](CO)N1C[C@H](C)[C@@H](CN(C)C)Oc2cc(-c3ccc(C#N)cc3)ccc2S1(=O)=O
3.9 | COc1ccc(NC(=O)N(C)C[C@@H]2Oc3ccc(NS(C)(=O)=O)cc3C(=O)N([C@@H](C)CO)C[C@H]2C)cc1
2.4 | O=C(C[C@@H]1CC[C@@H](NC(=O)C2CC2)[C@@H](CO)O1)Nc1ccccc1
2.9 | C/C=C/c1ccc2c(c1)O[C@H](CN(C)S(=O)(=O)c1ccccc1OC)[C@H](C)CN([C@@H](C)CO)S2(=O)=O
-3.2 | C[C@H](CO)N1C[C@H](C)[C@H](CN(C)C(=O)c2cccnc2)Oc2ncc(-c3ccc(F)cc3)cc2C1=O
1.5 | Cc1ccc(-c2ccc3c(c2)O[C@H](CN(C)C(=O)CN(C)C)[C@@H](C)CN([C@@H](C)CO)S3(=O)=O)cc1
-30.4 | C[C@@H]1CCCCO[C@H](CN(C)C(=O)Nc2ccccc2)[C@H](C)CN([C@H](C)CO)C(=O)c2cc(NC(=O)CCC(F)(F)F)ccc2O1
3.4 | C[C@@H]1CN([C@H](C)CO)C(=O)c2cc(-c3cncnc3)cnc2O[C@H]1CN(C)C(=O)Cc1ccccc1
1.2 | C[C@H]1CN([C@@H](C)CO)C(=O)Cc2cc(NS(=O)(=O)c3cccs3)ccc2O[C@@H]1CN(C)CC1CC1
-4.2 | C[C@@H]1CN([C@@H](C)CO)C(=O)Cc2cc(NC(=O)Cc3ccccc3)ccc2O[C@@H]1CN(C)Cc1ccc(C(=O)O)cc1
2.6 | C[C@H](CO)N1C[C@H](C)[C@H](CN(C)Cc2ccc3c(c2)OCO3)Oc2ccc(NC(=O)CCCCCC(=O)Nc3ccccc3N)cc2C1=O
4.2 | O=C(C[C@H]1C[C@H]2c3cc(NC(=O)Nc4ccccc4F)ccc3O[C@H]2[C@@H](CO)O1)NC1CCCCC1
-3.8 | C[C@@H]1CN([C@H](C)CO)C(=O)c2cc(NC(=O)C3CCCCC3)ccc2O[C@@H](C)CCCCO[C@@H]1CN(C)C(=O)Nc1cccc2ccccc12
-3.2 | COc1ccc(NC(=O)N(C)C[C@@H]2Oc3c(NC(=O)C4CC4)cccc3C(=O)N([C@H](C)CO)C[C@@H]2C)cc1
0.2 | C[C@H](CO)N1C[C@H](C)[C@H](CN(C)S(=O)(=O)c2cccs2)Oc2ccc(NC(=O)NC3CCCCC3)cc2C1=O
i | C[C@@H]1CN([C@@H](C)CO)C(=O)c2cc(NS(=O)(=O)c3ccccc3)ccc2O[C@@H](C)CCCCO[C@H]1CN(C)Cc1ccccc1

Next section:
NSD2 inh | Compound
-0.9 | C[C@]1(C(=O)NCc2ccccc2)c2ccccc2C(=O)N(Cc2ccc(OC(F)(F)F)cc2)[C@H]1c1ccc(CO)cc1
3.4 | CNC[C@@H]1OCCCC[C@H](C)Oc2ccc(N(C)C)cc2C(=O)N([C@H](C)CO)C[C@@H]1C
-0.5 | C[C@H]1CCCCO[C@@H](CN(C)Cc2ccccc2)[C@@H](C)CN([C@@H](C)CO)C(=O)c2cc(NS(=O)(=O)c3ccccc3)ccc2O1
0.1 | Cc1noc(C)c1S(=O)(=O)Nc1ccc2c(c1)CC(=O)N([C@H](C)CO)C[C@H](C)[C@H](CN(C)C(=O)Nc1cccc3ccccc13)O2
-1.3 | C[C@@H]1CN([C@H](C)CO)C(=O)c2cc(C#CC(C)(C)O)cnc2O[C@@H]1CN(C)Cc1cccc(F)c1
-0.4 | Cc1ccc(S(=O)(=O)N(C)C[C@@H]2Oc3ccc(NC(=O)CCN4CCOCC4)cc3CC(=O)N([C@H](C)CO)C[C@@H]2C)cc1
-6.8 | COc1ccc(CN(C)C[C@H]2Oc3ccc(NS(C)(=O)=O)cc3CC(=O)N([C@H](C)CO)C[C@@H]2C)cc1
5.6 | O=C(Nc1ccc2c(c1)OCO2)N[C@@H]1C=C[C@@H](CC(=O)N2CCN(c3ccccc3)CC2)O[C@@H]1CO
-1.1 | C[C@@H]1CN([C@H](C)CO)C(=O)CCCn2nncc2CO[C@@H]1CN(C)Cc1ccc(O)cc1
-2.0 | C[C@@H]1CN([C@@H](C)CO)S(=O)(=O)c2ccc(-c3cccnc3)cc2O[C@@H]1CN(C)Cc1cncnc1
-13.4 | C[C@H](NC(=O)C[C@@H]1CC[C@H](NC(=O)c2cccnc2)[C@H](CO)O1)c1ccccc1
1.1 | Cc1noc(C)c1NC(=O)N(C)C[C@H]1OCCCC[C@@H](C)Oc2ccc(NS(=O)(=O)c3ccccc3)cc2C(=O)N([C@@H](C)CO)C[C@H]1C
-0.9 | CC1(C)CC[C@]2(C(=O)O[C@@H]3O[C@H](CO[C@@H]4O[C@H](CO[C@@H]5O[C@H](CO)[C@@H](O)[C@H](O)[C@H]5O)[C@@H](O)[C@H](O)[C@H]4O)[C@@H](O)[C@H](O[C@@H]4O[C@H](CO)[C@@H](O)[C@H](O)[C@H]4O)[C@H]3O)CC[C@]3(C)C(=CCC4[C@@]5(C)CC[C@H](O)[C@@](C)(C(=O)O)C5CC[C@]43C)C2C1 (some centres undefined)
0.9 | CNS(=O)(=O)c1ccc(C)cc1
-1.7 | Cc1ccc(S(=O)(=O)Nc2ccc3c(c2)C(=O)N([C@@H](C)CO)C[C@H](C)[C@@H](CN(C)C(=O)Nc2ccc(F)cc2)OCCCC[C@@H](C)O3)cc1
-2.6 | Cc1ccc(S(=O)(=O)Nc2ccc3c(c2)CC(=O)N([C@@H](C)CO)C[C@@H](C)[C@@H](CN(C)C(=O)Nc2c(C)noc2C)O3)cc1
-1.3 | COc1ccc(S(=O)(=O)N(C)C[C@H]2OCCCC[C@H](C)Oc3ccc(N(C)C)cc3C(=O)N([C@@H](C)CO)C[C@@H]2C)cc1
1.9 | C[C@@H]1CN([C@H](C)CO)C(=O)c2cc(-c3cccc(C#N)c3)cnc2O[C@@H]1CN(C)Cc1ccccc1
3.8 | CC(C)NC(=O)N(C)C[C@H]1Oc2ccc(N(C)C)cc2CC(=O)N([C@@H](C)CO)C[C@@H]1C
-2.0 | C[C@@H]1CN([C@H](C)CO)C(=O)Cc2cc(NC(=O)C3CCCCC3)ccc2O[C@H]1CN(C)S(=O)(=O)c1ccc(F)cc1

By substructure, the compounds so far containing a CF3 group.
NSD2 inh | Compound
-17.3 | C[C@@H]1CN([C@H](C)CO)C(=O)c2cccc(NC(=O)Nc3ccc(C(F)(F)F)cc3)c2O[C@@H]1CN(C)C(=O)Nc1ccc(F)cc1
-16.0 | C[C@@H]1CCCCO[C@@H](CN(C)CC2CCCCC2)[C@@H](C)CN([C@@H](C)CO)C(=O)c2cc(NC(=O)CCC(F)(F)F)ccc2O1
2.3 | CCC(=O)NC(c1c(C)[nH]n(-c2ccccc2)c1=O)(C(F)(F)F)C(F)(F)F
4.9 | C[C@H]1CN([C@@H](C)CO)C(=O)Cc2cc(NC(=O)CCC(F)(F)F)ccc2O[C@@H]1CN(C)C(=O)NC1CCCCC1
6.3 | C[C@@H]1CN([C@@H](C)CO)C(=O)Cc2cc(NC(=O)CCC(F)(F)F)ccc2O[C@H]1CN(C)Cc1ccc(Oc2ccccc2)cc1
-0.2 | C[C@@H]1CN([C@@H](C)CO)C(=O)c2cc(NC(=O)CCC(F)(F)F)ccc2O[C@@H]1CN(C)Cc1ccc2c(c1)OCO2
-3.4 | C[C@H](CO)N1C[C@H](C)[C@H](CN(C)Cc2ccc(C(F)(F)F)cc2)Oc2ccc(NC(=O)Cc3cn(C)c4ccccc34)cc2CC1=O
-30.4 | C[C@@H]1CCCCO[C@H](CN(C)C(=O)Nc2ccccc2)[C@H](C)CN([C@H](C)CO)C(=O)c2cc(NC(=O)CCC(F)(F)F)ccc2O1
-0.9 | C[C@]1(C(=O)NCc2ccccc2)c2ccccc2C(=O)N(Cc2ccc(OC(F)(F)F)cc2)[C@H]1c1ccc(CO)cc1

Screening data as filed in PubChem.
